Screening results as filed in PubChem BioAssay.
TSG101-PTAP inh: qHTS Assay for Iinhibitors of HIV-1 Budding by Blocking the Interaction of PTAP/TSG101 | 340,000 tested, under 10 active | Potency, µM (highest dose often 115 µM), inactives show at the top dose activity change, negative = inhibition, most hits filed as inhibitors | Fluorescence polarization, FITC-PTAP peptide / Tsg101 binding; active means well fitted inhibition curve with a large enough effect in the main read-out, with a control signal flat, not every such curve was filed as active; inconclusive means small, poorly fitted or top-dose-only effect, or effect the other way, or a change in a side signal; inactive means no such curve, though single readings can be large or run the other way; further: potency means the concentration at half of the fitted maximal effect; % of control where 0% means no effect
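Fluorescence polarization binding of Tsg101 binding domain (10 uM final) to FITC-labeled PTAP peptide (50 nM final) in HEPES pH 7.5 buffer with NaCl, Tween 20, EDTA, TCEP. Compounds added before peptide; binding 20 min at RT.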
Giardia kill: Small Molecules that selectively kill Giardia lamblia: qHTS; Giardia lamblia trophozoite viability; activity change, % at 7.66 µM, hits read low; 0.15% of 340,000 active; in the data active means activity change below about -80%; inconclusive means between about -30% and that limit;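 further: parasites exposed to compound for two days anaerobically before the ATP read; on the % scale 0 is the no-effect control and ±100 the full control effect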
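Media and compound were dispensed first, then trophozoites at 100 cells/well; plates sat 48 hrs at 37 deg C without oxygen before ATP luminescence reagent was added and read after 15-30 min at room temperature.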
Coupling enz: qHTS Assay for Inhibitors of Fructose-1,6-bisphosphate Aldolase from Giardia Lamblia: Coupling assay counterscreen | coupling enzyme system counterscreen, AmpLite Red fluorescence | activity change, negative = inhibition, % at 58.2 µM, hits read low | 0.67% of 290,000 active | AID 2472, 2010; in the data active means activity change below about -30%; further: on the % scale 0 is the no-effect control and ±100 the full control effect
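First, compound is pin-transferred into glyceraldehyde-3-phosphate coupling-enzyme reagent at 57.5 uM final and held 10 min at RT. Next, substrate, coupling system and AmpLite Red are added. After 20 min RT, fluorescence (525/598 nm) is read.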
Chronic BCR inh: qHTS Assay to Find Inhibitors of Chronic Active B-Cell Receptor Signaling; ABC-DLBCL IkBa-CBG/CBR reporter, luminescence ratio, 4 h; Potency, µM (top dose mostly 46.1 µM), for the others: at the highest dose ratio change, negative = lower green/red ratio, usual class: inhibitors; 0.05% of 340,000 active; active means well fitted inhibition curve with a large enough effect in the signal ratio, with a control signal flat, not every such curve was filed as active; inconclusive means small, poorly fitted or top-dose-only effect, or effect the other way, or a change in a side signal; the % refers to the signal ratio;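 further: potency means the concentration at half of the fitted maximal effect; plate controls were basal doxycycline-induced cells for no effect and cells given 10 µM MG132 for full effect; MG132 reads +100%, hits lower the ratio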
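Doxycycline induced both beetle luciferases in TMD8 lymphoma cells; IKK-driven degradation limits the IkappaBalpha-fused green signal, while red luminescence normalises for cell number and nonspecific effects. Compounds tested up to 46 uM, 4 hrs.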
Tb PFK block: qHTS Assay to Find Inhibitors of T. brucei phosphofructokinase; ATP-dependent 6-phosphofructokinase (Trypanosoma brucei brucei), O15648; T. brucei PFK, ADP-Glo luminescence; Potency, µM (doses to about 57.5 µM), without a hit: at the top dose activity, negative = inhibition, actives largely listed as inhibitors; 0.17% of 330,000 active; AID 485367, 2010;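 further: potency means the concentration at half of the fitted maximal effect; 0% = uninhibited 1x PFK enzyme wells and -100% = no-enzyme wells; nearly all actives have a fitted effect of over 60% in size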
Target sequence (O15648 whole entry, looked up): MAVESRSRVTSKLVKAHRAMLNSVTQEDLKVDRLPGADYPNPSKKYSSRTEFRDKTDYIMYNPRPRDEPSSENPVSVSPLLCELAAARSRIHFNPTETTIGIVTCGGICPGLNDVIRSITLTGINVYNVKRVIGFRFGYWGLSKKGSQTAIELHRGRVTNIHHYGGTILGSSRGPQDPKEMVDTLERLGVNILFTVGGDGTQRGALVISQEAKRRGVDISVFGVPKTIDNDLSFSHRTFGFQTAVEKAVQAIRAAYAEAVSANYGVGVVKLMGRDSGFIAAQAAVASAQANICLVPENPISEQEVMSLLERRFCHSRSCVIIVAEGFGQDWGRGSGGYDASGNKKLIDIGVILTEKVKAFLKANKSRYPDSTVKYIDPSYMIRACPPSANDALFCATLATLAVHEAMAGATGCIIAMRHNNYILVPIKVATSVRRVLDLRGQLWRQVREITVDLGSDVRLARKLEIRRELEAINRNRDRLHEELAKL
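Compounds were pin-transferred as a titration series up to 57 uM into substrate buffer (0.5 mM F6P, 0.1 mM ATP, pH 8.0), then 1.25 nM PFK was added and reactions ran 45 min before ADP-Glo detection.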
Integrin act MD: qHTS for Activators of Integrin-Mediated Alleviation for Muscular Dystrophy; alpha7betagal myoblasts, beta-gal FDG fluorescence, 48 h; Potency, µM (highest dose often 38.3 µM), without a hit: at the top dose activation, most hits filed as activators; 0.064% of 350,000 active; AID 624291, 2012;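 further: potency means the concentration at half of the fitted maximal effect; 100% = response of the positive control SU9516; nearly all actives have a fitted effect of over 60% in size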
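alpha7betagal+/- myoblasts (passage 13, 250/well) treated 48 h at 37C with compounds at 1:260 dilution of DMSO stock. Lysed, then beta-galactosidase activity read as FDG fluorescence (ex 480/em 540) after 30 min, with pre-read for autofluorescence.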
GALK inhibitor: qHTS Assay for Inhibitors of Human Galactokinase (GALK). Potency, µM (series often up to 57.5 µM), for inactives: at the top dose activity change, negative = inhibition, usual class: inhibitors. P51570. AID 1868, 2009. Purified GALK, Kinase-Glo residual ATP luminescence. 0.007% of 270,000 active; further: potency means the concentration at half of the fitted maximal effect; on the % scale 0 is the no-effect control and ±100 the full control effect
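Quantitative HTS: GALK 5 nM, ATP 35 uM, galactose 100 uM, 1 h room temperature, then luciferase-based ATP detection.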
PKM2 activator: qHTS Assay for Activators of Human Muscle isoform 2 Pyruvate Kinase; Pyruvate kinase PKM (Homo sapiens), P14618; 0.34% of 260,000 active; Potency, µM (highest dose often 57.5 µM), for inactives: top-dose activation, usual class: activators; purified PKM2, Kinase-Glo ATP luminescence, activation; response scale: 0% is enzyme alone, no compound; further: potency means the concentration at half of the fitted maximal effect; on the % scale 0 is the no-effect control and ±100 the full control effect; nearly all actives have a fitted effect of over 55% in size
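Kinase-Glo luminescence reports ATP generated from ADP (0.1 mM) and PEP (0.5 mM) by purified hPK-M2 after 1 h at room temperature, pH 7.2 imidazole buffer; intermediate enzyme activity allows detecting inhibitors and activators.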
Menin MLL FP TR: qHTS Assay for Inhibitors Targeting the Menin-MLL Interaction in MLL Related Leukemias: Competition With Texas Red Labeled MLL-derived Mutant Peptide; O00255; Potency, µM (highest dose often 61.6 µM), for the others: at the top dose FP activity change, negative = inhibition, actives largely listed as inhibitors; 0.23% of 270,000 active; Menin + Texas Red MLL mutant peptide, fluorescence polarization; active means well fitted inhibition curve with a large enough effect in the polarisation, with a control signal flat, not every such curve was filed as active; inconclusive means small, poorly fitted or top-dose-only effect, or effect the other way, or a change in a side signal; inactive means no such curve, though single readings can be large or run the other way; the % refers to the polarisation; further: potency means the concentration at half of the fitted maximal effect; % of control where 0% means no effect; many of its hits are not listed in these tables
ASM inhibitor: Inhibitors of Secretory Acid Sphingomyelinase (S-ASM): qHTS | placental ASM, HMU-PC fluorogenic substrate, 60 min | Potency, µM (top dose mostly 57.5 µM), without a hit: at the highest dose activity change, negative = inhibition, actives largely listed as inhibitors | 0.006% of 340,000 active | AID 504937, 2011; further: potency means the concentration at half of the fitted maximal effect
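Fluorogenic HMU-PC substrate (9 uM final) is turned over by placental ASM in 60 min at 37 C after a 10 min compound preincubation. Reaction ended by alkaline stop (pH 10), with fluorescence read at 386/447 nm.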
B2AR arrestin: qHTS assay of beta-arrestin-biased ligands of beta2-adrenergic receptor | Beta-2 adrenergic receptor (Homo sapiens), P07550 | beta-arrestin recruitment to beta2AR, cell-based reporter | Potency, µM (highest dose often 46.1 µM), for inactives: top-dose activation, most hits filed as activators | 0.02% of 330,000 active;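 further: potency means the concentration at half of the fitted maximal effect; 0% = DMSO controls and full agonism = EC100 isoproterenol or metaproterenol; nearly all actives have a fitted effect of over 65% in size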
Target sequence (P07550 whole entry, looked up): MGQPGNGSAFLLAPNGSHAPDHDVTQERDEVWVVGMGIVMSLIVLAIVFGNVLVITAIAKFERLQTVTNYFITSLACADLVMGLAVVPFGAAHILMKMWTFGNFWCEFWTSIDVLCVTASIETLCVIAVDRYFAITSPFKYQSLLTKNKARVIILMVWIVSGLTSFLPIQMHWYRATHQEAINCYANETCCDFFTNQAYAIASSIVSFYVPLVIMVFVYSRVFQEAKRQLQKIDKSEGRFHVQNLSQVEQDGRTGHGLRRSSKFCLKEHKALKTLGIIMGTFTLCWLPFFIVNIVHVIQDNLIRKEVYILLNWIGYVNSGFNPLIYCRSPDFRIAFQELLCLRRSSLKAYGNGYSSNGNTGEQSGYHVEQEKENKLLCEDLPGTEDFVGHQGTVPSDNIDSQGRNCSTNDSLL
An asterisk follows results filed as active; ? = inconclusive; . = no result given; [ ] = another dose, or the depositor's remark. Unless noted, the call rests on the fitted dose curve; in most records, active means well fitted curve in the direction sought with a large enough effect; inconclusive means small, poorly fitted or top-dose-only effect, or another doubt; inactive means no such curve, though single readings can be large; an effect the other way counts as inactive or inconclusive. Some of the compounds tested; the hit share may differ from the screen's.

compound	TSG101-PTAP inh	Giardia kill	Coupling enz	Chronic BCR inh	Tb PFK block	Integrin act MD	GALK inhibitor	PKM2 activator	Menin MLL FP TR	ASM inhibitor	B2AR arrestin
Cc1cccc(N2CCN(C(=O)Cn3sc4nc(C)cc(C)c4c3=O)CC2C)c1 (centres undefined)	0%	-1	3	20%	15µM*	-69%[inhibitor]	0%	?	4%	-2%	-0.4%
COC(=O)CSc1[nH]c(=O)cc(C)c1C#N	-2%	-16	-1	0%	1%	20%	-2%	10%	-3%	6%	-0.7%
COc1cc2c(cc1O)CCN(C(=O)c1ccco1)C2C (centres undefined)	-9%	12	-3	?	4%	-7%	0%	-6%	-1%	0%	-0.6%
COc1cc(C(=O)NCC(c2ccco2)N2CCOCC2)cc(OC)c1OC (centres undefined)	-3%	-7	.	1%	21%	2%	.	.	.	.	-0.2%
CC(=O)Nc1ccc2c(c1)nc1n2CCN(C2CCCCC2)C1	-1%	-15	-13	?	0%	12%	9%	-1%	-11%	27%	-0.1%
Cc1c(S(=O)(=O)Nc2cccc3ccccc23)c(=O)n(C)c(=O)n1C	0%	11	.	-1%	2%	23%	.	.	.	.	0.0%
COc1ccc(CC(=O)Nc2ccc3c(c2)CCC3)cc1	0%	0	-1	-7%	0%	-41%	0%	1%	0%	-6%	-0.1%
Nc1nc(NCc2ccccc2)nc(NCc2ccccc2)c1[N+](=O)[O-]	-2%	-21	0	-1%	0%	-1%	1%	0%	1%	-5%	-0.7%
S=C(NCc1cccnc1)Nc1cccc(Cl)c1	-1%	0	2	0%	0%	-26%	-1%	3%	10%	3%	-0.6%
O=C(CSCc1ccc(Cl)cc1)Nc1ccc(S(=O)(=O)N2CCOCC2)cc1	-2%	-8	-1	0%	-9%	19%	3%	-6%	2%	-5%	-1.1%
O=C(Nc1ccc(S(=O)(=O)N2CCCC2)cc1)C1CCCN1C(=O)c1cccs1 (centres undefined)	0%	14	0	1%	2%	-21%	2%	2%	10%	-4%	-0.2%
O=C(CCC1CCCN(C(=O)Cc2ccc(F)cc2)C1)N1CCN(c2ccccn2)CC1 (centres undefined)	-1%	-7	3	0%	-1%	-20%	7%	0%	-19%	0%	-0.7%
Cc1noc(C)c1COC(=O)c1cc2ccccc2cc1O	-10%	5	3	1%	-2%	-13%	-3%	0%	5%	-10%	0.1%
O=C1CCC(=O)N1c1ccc(NC2CCN(Cc3ccccc3)CC2)c([N+](=O)[O-])c1	-2%	11	2	-6%	12%	-27%	1%	.	-11%	-14%	-0.2%
O=C(O)c1ccc(CN2C(=O)c3ccc(Oc4ccc([N+](=O)[O-])cc4)cc3C2=O)cc1	4%	16	7	7%	0%	5%	5%	2%[11.5 µM]	-8%	3%	0.1%
COc1ccc(CNC(=O)CN(C(=O)CCC(=O)Nc2nccs2)c2ccc(C)cc2)cc1	-1%	-4	3	-9%	-1%	-15%	-1%	-6%	-6%	-5%	0.3%
Cc1nnc(SCc2ccc3c(c2)OCO3)s1	-2%	-8	4	?	0%	3%	5%	8%	-6%	1%	-0.4%
O=C(COc1ccc2c3c(c(=O)oc2c1)CCC3)NCc1ccncc1	-1%	-8	.	?	3%	2%	-5%	.	.	2%	0.1%
COc1ccccc1/C=C1\SC(=S)N(CCC(=O)N2CCCCC2CCO)C1=O (centres undefined)	-4%	15	-2	?	2%	-34%[inhibitor]	-3%	-7%	-10%	-20%	0.1%
CNC(=O)C1=C(C)n2c(nc3ccccc32)NC1c1ccc(OC)cc1 (centres undefined)	0%	4	1	4%	-1%	21%	.	-2%	-2%	6%	-0.5%
CCOc1ccc2c(c1)n(CO)c(=S)n2CO	-2%	22	2	?	2%	4%	1%	21%	8%	1%	-0.8%
CN(C)S(=O)(=O)NC(c1ccccc1)c1ccccc1	-1%	-11	-2	4%	5%	4%	2%	-11%	-2%	0%	-0.5%
Cc1ccc(OCCSc2ncccn2)c(C)c1	-6%	8	-4	?	-8%	25%	-1%	8%	-2%	0%	-0.4%
O=C(CSc1nnc(-c2ccc(S(=O)(=O)N3CCCC3)cc2)o1)NCc1ccccc1	-2%	-20	-3	1%	3%	3%	2%	-16%	?	-2%	-0.5%
Cc1sc2nc(CN3CCOCC3)nc(N3CCOCC3)c2c1C	-1%	-19	-8	?	-4%	0%	0%	-11%	-7%	6%	-0.1%
CC(C)N=C1SCC(C)(/C=N/O)S1 (centres undefined)	-10%	7	-2	4%	1%	-14%[7.66 µM]	4%	-1%	0%	1%	0.0%
CC(C)Cn1cnc2c(=O)oc3ccccc3c21	-3%	-16	2	?	6%	20%	1%	4%	0%	5%	-0.2%
O=C(CNC(=O)c1ccc(-c2ccccc2)cc1)OCc1ccc(Br)cc1	-1%	5	1	?	1%	-13%	-3%	-3%	?	-7%	-0.3%
CN1CCN(C(=O)Nc2cccc(-c3ccccc3)c2)CC1	-6%	12	0	-2%	-3%	3%	5%	-7%	.	13%	-0.6%
CCOC(=O)CSc1nc2cc(OCC)ccc2cc1C#N	6%	-2	-3	-1%	-9%	2%	-1%	8%	?	27%	-0.1%
CC(Cc1ccccc1)N1C(=O)c2cccc([N+](=O)[O-])c2C1=O (centres undefined)	-6%	-14	0	-2%	1%	?	.	.	8%	-1%	4.5%
COc1cc(-n2nnnc2SC)c(OC)cc1Cl	2%	23	1	2%	2%	0%	-1%	-5%	-3%	-6%	0.2%
Cc1nc(Nc2c(Cl)cccc2Cl)sc1C(=O)Nc1ccccc1	0%	14	1	?	13%	-21%	-4%	2%	0%	-7%	0.0%
CC(NC(=O)Cn1nc(C(=O)O)c2ccccc2c1=O)C12CC3CC(CC(C3)C1)C2 (centres undefined)	-1%	27	3	2%	0%	-26%	5%	3%	-6%	?	-0.2%
CCCc1nnc(SCC(=O)Nc2ccc(Cl)cc2Cl)o1	0%	-8	-1	4%	4%	14%	0%	0%	-19%	1%	0.2%
CCN(CC)CCNC(=O)c1ccc(NC(=O)c2cccc(S(=O)(=O)Nc3ccc(C)cc3)c2)cc1	0%	-18	0	-21%	-3%	21%	-1%	-5%	17%	-13%	0.2%
COC(=O)N[C@H](CC(C)=O)c1ccccc1	.	.	7	0%	5%	.	.	-15%	4%	.	-2.6%
CCOC(=O)C1CCCN(C(=O)c2cc(S(=O)(=O)N3CCCCCC3)ccc2OC)C1 (centres undefined)	1%	1	.	0%	2%	?	.	.	.	4%	-0.3%
COc1cccc(NC(=O)COC(=O)c2cccnc2)c1	-2%	1	1	-2%	1%	9%	0%	-11%	18%	-3%	-0.3%
COCCn1c(SCC(=O)NCc2ccccc2)nc2ccccc21	-4%	16	3	6%	0%	1%	9%	-4%	-1%	-10%	0.6%
CC1=NOC(=O)/C1=C\c1ccc(-c2ccc(Cl)c(C(=O)O)c2)o1	0%	-3	4	1%	?	?	-2%	?	39%[activator]	5%	0.1%
COn1c(SC2CCCCC2)nc2ccccc2c1=O	-1%	-11	3	0%	2%	-24%	5%	6%	0%	-6%	0.5%
O=C(C1=C(O)C(=O)N(c2ccccc2)C1c1ccc([N+](=O)[O-])cc1)c1cccs1 (centres undefined)	-9%	17	1	2%	6%	30%	0%	4%	?	-2%	0.2%
COc1cccc(OCC(=O)N(C)Cc2nc(-c3ccccc3)no2)c1	-8%	4	4	-8%	0%	6%	11%	-3%	2%	-5%	-0.1%
CCOc1ccc(CCNC(=O)COC(=O)/C=C/c2ccc(OC(F)F)c(OC)c2)cc1OCC	1%	4	.	-14%	-1%	0%	.	.	.	-3%	0.0%
